HDAC3 inh – human HDAC3 inhibition; O15379; recombinant HDAC3, fluorogenic peptide/trypsin coupled, fluorescence; inhibition, % at 8.3 µM; hit rate 0.15% among 320,000; AID 2718; in the data active = inhibition above about 26%, passing the limit was not always enough
GSK3 alpha inh – inhibitors of human GSK-3 alpha kinase. P49840. ADP-Glo luminescence, 60 min. inhibition, % at 10 µM. hit rate 0.1% among 320,000. AID 2650;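 in the data active = inhibition above about 50%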;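 note: GST-tagged GSK-3 alpha with peptide substrate and 25 µM ATP; 0% = DMSO neutral wells and 100% = GW8510 positive control wells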
Target sequence (P49840 whole entry, looked up): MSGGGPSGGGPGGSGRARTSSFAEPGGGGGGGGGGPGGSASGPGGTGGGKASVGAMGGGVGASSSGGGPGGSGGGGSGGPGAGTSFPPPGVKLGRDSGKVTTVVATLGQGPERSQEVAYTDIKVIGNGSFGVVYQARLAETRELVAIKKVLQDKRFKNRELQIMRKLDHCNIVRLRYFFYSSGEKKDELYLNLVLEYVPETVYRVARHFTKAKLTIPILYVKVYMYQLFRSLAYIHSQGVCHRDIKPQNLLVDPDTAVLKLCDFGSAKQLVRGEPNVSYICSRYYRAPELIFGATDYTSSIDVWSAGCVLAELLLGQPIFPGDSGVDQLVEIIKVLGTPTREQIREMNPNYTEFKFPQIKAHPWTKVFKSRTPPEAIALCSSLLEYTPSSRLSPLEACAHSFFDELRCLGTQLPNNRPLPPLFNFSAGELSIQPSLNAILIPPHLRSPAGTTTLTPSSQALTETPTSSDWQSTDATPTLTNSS
KCNK3 inh – human KCNK3 channel inhibition, primary screen; B-score at 10 µM; O14649; CHO-KCNK3 thallium flux, FluxOR fluorescence; active compounds read low; hit rate 0.84% among 340,000;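 active = B-score under library mean minus 4 SD, starting fluorescence ratio at most library mean plus 5 SD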;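 note: more negative B-score means stronger inhibition of thallium flux through KCNK3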
Target sequence (O14649 whole entry, looked up): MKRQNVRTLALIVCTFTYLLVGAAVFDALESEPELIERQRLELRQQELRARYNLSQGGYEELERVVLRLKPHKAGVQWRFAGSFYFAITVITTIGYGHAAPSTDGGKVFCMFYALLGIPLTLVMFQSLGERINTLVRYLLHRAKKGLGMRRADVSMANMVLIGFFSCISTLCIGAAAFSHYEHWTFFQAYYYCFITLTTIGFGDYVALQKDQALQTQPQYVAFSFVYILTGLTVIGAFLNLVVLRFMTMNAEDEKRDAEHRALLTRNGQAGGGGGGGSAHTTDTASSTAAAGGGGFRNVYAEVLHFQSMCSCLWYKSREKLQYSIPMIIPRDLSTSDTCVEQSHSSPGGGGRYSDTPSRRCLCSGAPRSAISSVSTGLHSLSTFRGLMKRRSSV
Active calls of the source: *; i = inactive. A portion of the library (hit frequency here may not be typical).

SMILES | HDAC3 inh | GSK3 alpha inh | KCNK3 inh
CCOc1cc(C(=O)N(CC)CC(=O)Nc2ccc3c(c2)OCCO3)ccc1OC | -1 | -1 | i
CC(C)[C@H](NC(=O)c1ccccc1)C(=O)OCC(=O)c1c(N)n(C)c(=O)n(C)c1=O | -1 | -5 | i
O=C(CSc1ccccc1F)NC(=O)c1ccccc1Br | -7 | 0 | i
CCOC(=O)c1c(C)[nH]c(C)c1C(=O)COC(=O)c1sccc1C | 2 | 6 | i
O=C(Nc1ccc(N2CCCCC2)cc1)C1CCCN1S(=O)(=O)c1ccc(F)cc1 (configuration not stated) | 2 | -2 | i
COc1ccc(NC(=O)c2cc(-c3ccccn3)nc3ccccc23)c(OC)c1 | 1 | 1 | i
CCc1nc2ccccc2n1CC(=O)NC1CCS(=O)(=O)C1 (configuration not stated) | -7 | 1 | i
N#Cc1ccccc1COC(=O)c1cccc(S(=O)(=O)N2CCCC2)c1 | -2 | 0 | i
O=C(NC(=S)/C(=C1\CCCCCN1)[N+](=O)[O-])c1ccccc1 | 4 | 0 | i
CCN(CC(=O)NCc1cccs1)S(=O)(=O)c1cccc(Br)c1 | 2 | -1 | i
Cc1ccc(/C=C/C(=O)OCC(=O)NC(=O)NCc2ccccc2)cc1 | 9 | 2 | i
O=C(COC(=O)C1CC1)Nc1ccc(Cl)cn1 | 1 | -3 | i
CCCCC[C@@H]1C=C(C(=O)O)[C@H](c2cccc(C)c2)N1S(=O)(=O)c1ccc(C)cc1 | 3 | -7 | i
Cc1nc(NC(=O)COC(=O)C(C)NC(=O)c2ccccc2)c(Cl)cc1Cl (configuration not stated) | 4 | 0 | i
CC(NC(=O)c1ccc(-c2ccccc2)cc1)C(c1ccccc1)N1CCOCC1 (configuration not stated) | 4 | -29 | i
COc1cccc(CN(C)C(=O)CCN=C2NS(=O)(=O)c3ccccc32)c1OC | -2 | -6 | i
O=C(CCN1C(=O)CSc2ccccc21)Nc1cccc(C(F)(F)F)c1 | 8 | -1 | i
O=C(c1cc(-c2ccccc2Cl)nc2ccccc12)N1CCN(c2ccccn2)CC1 | 1 | -2 | i
CCc1sc(C(=O)N2CCc3cc(OC)c(OC)cc3C2CC(=O)O)cc1C (configuration not stated) | 5 | -4 | i
COc1ccc(NC(=O)COC(=O)CCSc2ccccc2)cc1OC | 2 | 3 | i
CN(C)S(=O)(=O)c1ccc(C(=O)OCC(=O)Nc2ccc3c(c2)OCO3)cc1 | 4 | -4 | i
O=C(CN1C(=O)NC2(CCOc3ccccc32)C1=O)Nc1cccc([N+](=O)[O-])c1 (configuration not stated) | 2 | -3 | i
O=C(COC(=O)c1ccccc1O)NCC1COc2ccccc2O1 (configuration not stated) | 7 | -1 | i
Cc1ccccc1-c1nnn(CC(=O)NC(=O)NC2CCCC2)n1 | 4 | -2 | i
Cc1ccc(C(C)C)cc1OCC(=O)Nc1nnc(C2CC2)s1 | 4 | -2 | i

Looked up above.
Under HDAC3 inh, `O=C(COC(=O)C1CC1)Nc1ccc(Cl)cn1` is listed with 1
Under GSK3 alpha inh, `O=C(COC(=O)c1ccccc1O)NCC1COc2ccccc2O1` (configuration not stated) is listed with -1

24 successive records from above, for reference:
SMILES | HDAC3 inh | GSK3 alpha inh | KCNK3 inh
CCOc1cc(C(=O)N(CC)CC(=O)Nc2ccc3c(c2)OCCO3)ccc1OC | -1 | -1 | i
CC(C)[C@H](NC(=O)c1ccccc1)C(=O)OCC(=O)c1c(N)n(C)c(=O)n(C)c1=O | -1 | -5 | i
O=C(CSc1ccccc1F)NC(=O)c1ccccc1Br | -7 | 0 | i
CCOC(=O)c1c(C)[nH]c(C)c1C(=O)COC(=O)c1sccc1C | 2 | 6 | i
O=C(Nc1ccc(N2CCCCC2)cc1)C1CCCN1S(=O)(=O)c1ccc(F)cc1 (configuration not stated) | 2 | -2 | i
COc1ccc(NC(=O)c2cc(-c3ccccn3)nc3ccccc23)c(OC)c1 | 1 | 1 | i
CCc1nc2ccccc2n1CC(=O)NC1CCS(=O)(=O)C1 (configuration not stated) | -7 | 1 | i
N#Cc1ccccc1COC(=O)c1cccc(S(=O)(=O)N2CCCC2)c1 | -2 | 0 | i
O=C(NC(=S)/C(=C1\CCCCCN1)[N+](=O)[O-])c1ccccc1 | 4 | 0 | i
CCN(CC(=O)NCc1cccs1)S(=O)(=O)c1cccc(Br)c1 | 2 | -1 | i
Cc1ccc(/C=C/C(=O)OCC(=O)NC(=O)NCc2ccccc2)cc1 | 9 | 2 | i
O=C(COC(=O)C1CC1)Nc1ccc(Cl)cn1 | 1 | -3 | i
CCCCC[C@@H]1C=C(C(=O)O)[C@H](c2cccc(C)c2)N1S(=O)(=O)c1ccc(C)cc1 | 3 | -7 | i
Cc1nc(NC(=O)COC(=O)C(C)NC(=O)c2ccccc2)c(Cl)cc1Cl (configuration not stated) | 4 | 0 | i
CC(NC(=O)c1ccc(-c2ccccc2)cc1)C(c1ccccc1)N1CCOCC1 (configuration not stated) | 4 | -29 | i
COc1cccc(CN(C)C(=O)CCN=C2NS(=O)(=O)c3ccccc32)c1OC | -2 | -6 | i
O=C(CCN1C(=O)CSc2ccccc21)Nc1cccc(C(F)(F)F)c1 | 8 | -1 | i
O=C(c1cc(-c2ccccc2Cl)nc2ccccc12)N1CCN(c2ccccn2)CC1 | 1 | -2 | i
CCc1sc(C(=O)N2CCc3cc(OC)c(OC)cc3C2CC(=O)O)cc1C (configuration not stated) | 5 | -4 | i
COc1ccc(NC(=O)COC(=O)CCSc2ccccc2)cc1OC | 2 | 3 | i
CN(C)S(=O)(=O)c1ccc(C(=O)OCC(=O)Nc2ccc3c(c2)OCO3)cc1 | 4 | -4 | i
O=C(CN1C(=O)NC2(CCOc3ccccc32)C1=O)Nc1cccc([N+](=O)[O-])c1 (configuration not stated) | 2 | -3 | i
O=C(COC(=O)c1ccccc1O)NCC1COc2ccccc2O1 (configuration not stated) | 7 | -1 | i
Cc1ccccc1-c1nnn(CC(=O)NC(=O)NC2CCCC2)n1 | 4 | -2 | i

Following part
SMILES | HDAC3 inh | GSK3 alpha inh | KCNK3 inh
COC(=O)c1ccccc1NC(=O)COC(=O)/C=C/c1cccs1 | -1 | 1 | i
C[C@@H](C(=O)Nc1ccc(SC(F)F)cc1)N1C(=O)C2CCCCC2C1=O (some centres not stated) | -7 | -4 | i
O=C(COC(=O)c1n[nH]c2ccccc12)NCCc1ccc(Cl)cc1 | 1 | 0 | i
COc1cccc(NC(=O)COC(=O)CNC(=O)C2CCCCC2)c1 | -15 | -5 | i
N#CCCN(C(=O)COC(=O)COc1ccccc1Cc1ccccc1)c1ccccc1 | 0 | -2 | i
COc1ccc(C(=O)OCC(=O)c2c[nH]c3ccccc23)c(OC)c1 | 6 | 0 | i
Cc1cc(C(=O)N2CCN(S(=O)(=O)c3ccc(F)c(Cl)c3)CC2)c(C)o1 | -1 | -3 | i
COc1ccc(CNC(=O)COC(=O)CN2C(=O)NC3(CCCC3)C2=O)cc1 | -1 | -3 | i
COc1ccccc1NC(=O)COC(=O)c1cc(C)nc2ccccc12 | -2 | -4 | i
CC(C)(C)C(=O)NCc1ccc(C(=O)CSc2nnc(C3CC3)n2C2CC2)s1 | 1 | 4 | i
O=C(CCC1CCCC1)N1CCN(S(=O)(=O)c2ccc(Br)cc2)CC1 | -1 | 1 | i
CN(C)S(=O)(=O)c1cccc(C(=O)OCC(=O)Nc2ccc3c(c2)OCCO3)c1 | 17 | 0 | i
Cc1cccnc1NC(=O)CSc1ccc2c(c1)OCCO2 | -2 | -1 | i
O=C(Cn1cc([N+](=O)[O-])ccc1=O)NC1CCCCC1 | 0 | -6 | i
Cc1cc(C(=O)NNS(=O)(=O)c2cc(C(=O)O)ccc2Cl)c(C)n1-c1ccccc1 | 1 | -2 | i
Cn1c(N)c(C(=O)CSc2nn(-c3ccc(F)cc3)c(=S)s2)c(=O)n(C)c1=O | 4 | -2 | i
Cc1cc(C(=O)O)ccc1[N+](=O)[O-] | 1 | -1 | i
O=C(CSc1nnc(NC2CC2)s1)NN1C(=O)NC2(CCCCC2)C1=O | 5 | -3 | i
Cc1ccc(OCCC(=O)OCC(=O)N2CC(=O)Nc3ccccc32)cc1 | 0 | -1 | i
COc1ccccc1CNC(=O)COc1ccccc1C(=O)c1cnn(-c2ccccc2)c1 | 10 | 2 | i
Cc1ccc(Sc2ccc(NC(=O)CCN3C(=O)NC4(CCCC4)C3=O)cc2)c(C)c1 | 20 | -2 | i
CCOc1ccc(OCCNC(=O)C(NC(=O)c2c(F)cccc2F)C(C)C)cc1 (configuration not stated) | -7 | -1 | i
Cc1ccc(S(=O)(=O)N2CCCN(C(C)c3nc4ccccc4c(=O)[nH]3)CC2)cc1 (configuration not stated) | 1 | 2 | i
O=C(CSc1nc2ccccc2c(=O)n1-c1ccc(OC(F)F)cc1)NC1CC1 | 2 | -5 | i
Cc1cc(C(=O)COC(=O)Cc2ccc(Br)cc2)c(C)n1C | 3 | 2 | i
Further records.
SMILES | HDAC3 inh | GSK3 alpha inh | KCNK3 inh
Cc1nn(Cc2ccccc2)c(C)c1CNC(=O)[C@H](C)N=C1NS(=O)(=O)c2ccccc21 | 0 | -6 | i
COc1ccccc1CNC(=O)Cn1nc(C(F)(F)F)cc1C | 0 | -1 | i
CC(C)=CC(=O)OCC(=O)NC(=O)NC(C)(C)C | -2 | 0 | i
Cc1cc(C)c(S(=O)(=O)NCCSCc2ccco2)c(C)c1 | -2 | 3 | i
Cc1noc(C)c1CSCC(=O)N(C)CC(=O)Nc1ccccc1C(F)(F)F | 4 | 0 | i
Cc1ccc(C(=O)OCC(=O)NC(=O)NCc2ccccc2)cc1C | 0 | -4 | i
CC1CCC2(CC1)NC(=O)N(CC(=O)N1CCN(S(=O)(=O)c3ccc4c(c3)CCC4)CC1)C2=O (configuration not stated) | 0 | 11 | i
COc1ccc(NC(=O)COc2ccc(N(C)S(=O)(=O)c3ccc(Cl)cc3)cc2)cc1 | -3 | 0 | i
CC[C@]12c3[nH]c4ccccc4c3CCN1C(=O)C(CC(=O)NC/C=C(\C)CCC=C(C)C)C[C@@H]2C(=O)N1CCN(C(=O)C2CC2)CC1 (some centres not stated) | 7 | -1 | i
CC(Oc1ccc(Br)cc1)C(=O)NCC1(N2CCCCC2)CCCCC1 (configuration not stated) | -1 | 2 | i
COc1ccccc1CN(C)C(=O)c1cccc(S(=O)(=O)N2CCCc3ccccc32)c1 | 2 | 1 | i
CCN(CC(=O)NCc1cccs1)C(=O)c1ccc(S(=O)(=O)Nc2ccccc2Cl)cc1 | 9 | 0 | i
CCn1c(C)nc2cc(C(=O)NN=Cc3ccccc3OC(F)F)ccc21 | 2 | 1 | i
COc1ccc(S(=O)(=O)N2CCCCC2)cc1NC(=O)C1CC(=O)N(Cc2ccccc2)C1 (configuration not stated) | 2 | 0 | i
Cc1ccc(S(=O)(=O)N2[C@@H](c3ccc4c(c3)OCO4)C(C(=O)O)=C[C@H]2C(C)(C)C)cc1 | -7 | -3 | i
CCN(C(=O)COC(=O)CCC(=O)c1ccccc1)c1c(N)n(Cc2ccccc2)c(=O)[nH]c1=O | 13 | 1 | i
CC1CCCC(NC(=O)CSc2cccc[n+]2[O-])C1C (configuration not stated) | -6 | -2 | i
O=C(NCC1CCCO1)c1cc2c(s1)CCCC2 (configuration not stated) | 3 | 7 | i
NC(=O)NC(=O)C(c1ccccc1)N1CCN(S(=O)(=O)c2ccc(Br)s2)CC1 (configuration not stated) | -1 | 1 | i
COc1ccccc1NC(=O)C/C(N)=N/OCC(=O)Nc1cccc(Cl)c1 | 2 | 2 | i
CCCn1c(N)c(C(=O)CSc2nnc3n2CCCCC3)c(=O)[nH]c1=O | -1 | 4 | i
COc1ccc(NC(=O)C2CCC(C(C)(C)C)CC2)cc1S(=O)(=O)N1CCOCC1 (configuration not stated) | 10 | 1 | i
CN(Cc1ccccc1Br)C(=O)CN1C(=O)NC2(CCCCCC2)C1=O | 0 | -42 | i
COc1ccc(CN(C)C(=O)c2cc(S(=O)(=O)NCc3ccccc3)ccc2C)c(OC)c1 | 2 | 1 | i
CC(C)Cn1nc(C(=O)Nc2cccc(C(=O)NC3CC3)c2)c2ccccc2c1=O | 5 | -1 | i
Next section:
SMILES | HDAC3 inh | GSK3 alpha inh | KCNK3 inh
CCNC(=O)NC(=O)CSc1ccc(S(=O)(=O)N(C)C2CCCCC2)cn1 | -4 | -3 | i
CCCC(C)NC(=O)c1cc(S(=O)(=O)N2CCCCCC2)ccc1OC (configuration not stated) | 2 | -4 | i
Nc1nc(SCC(=O)Nc2cc(Cl)c(Cl)cc2Cl)n[nH]1 | -2 | 1 | i
CCOc1ccc(OCCC(=O)Nc2ccc3c(c2)OCO3)cc1 | -3 | 1 | i
CSc1ccccc1NC(=O)CN1CCN(S(=O)(=O)c2ccccc2[N+](=O)[O-])CC1 | 1 | -2 | i
CCc1cccc2c(C(=O)CN3C(=O)N(C)C4(CCCCC4)C3=O)c[nH]c12 | -5 | 0 | i
COc1cc(C(=O)OCC(=O)c2ccccc2)cc2c1OCCO2 | 2 | 14 | i
CN(CC(=O)Nc1ccc(Cl)cc1)C(=O)c1ccc(COc2ccccc2)cc1 | 1 | 1 | i
O=C(CN1CCN(c2ccc(O)cc2)CC1)N(C1CC1)C1CCS(=O)(=O)C1 (configuration not stated) | 1 | -1 | i
Cc1ccc(NC(=O)CSc2nc3[nH]c(=O)cc(O)c3s2)c(Br)c1 | 6 | -5 | i
COc1ccc(Nc2nnc(SCC(=O)NC3CC3)s2)cc1 | 6 | -4 | i
O=C(COC(=O)Cc1ccc(Br)cc1)Nc1ccc(N2CCOCC2)cc1 | -8 | -2 | i
CCCCn1c(=S)[nH]c2cc(S(=O)(=O)N3CCOCC3)ccc21 | -7 | 4 | i
C=CCn1c(C)cc(C(=O)COC(=O)CCc2cc(OC)c(OC)c(OC)c2)c1C | 4 | -3 | i
Cc1cc(C(=O)OCC(=O)Nc2cccc(S(N)(=O)=O)c2)c(C)o1 | -2 | -1 | i

Bioassay records: PubChem, several laboratories
